Assay outcomes: PubChem BioAssay, Broad Institute
EZH2 inh – inhibitors of human EZH2/PRC2 methyltransferase. Q15910. PRC2 H3K27 methylation, DELFIA TRF, 1 h. inhibition, % at 12.5 µM. 57,000 compounds, 0.35% hits. AID 651548;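 active = mean inhibition of replicates at least 50% and every single replicate also reaching 50%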;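 also: dimethyl H3K27 on biotinylated H3 21-44 peptide detected by antibody; plate controls were median neutral control wells for no effect and median positive control wells for full effect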
IDH1 mut inh – inhibitors of human IDH1 R132H; IDH1 R132H reductase, diaphorase/resazurin fluorescence, 60 min; inhibition, % at 10 µM; AID 624101; 70,000 compounds, 0.18% hits; in the data active = inhibition above about 34%;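 also: 0% = DMSO and 100% = no enzyme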
Target sequence (O75874 whole entry R132H): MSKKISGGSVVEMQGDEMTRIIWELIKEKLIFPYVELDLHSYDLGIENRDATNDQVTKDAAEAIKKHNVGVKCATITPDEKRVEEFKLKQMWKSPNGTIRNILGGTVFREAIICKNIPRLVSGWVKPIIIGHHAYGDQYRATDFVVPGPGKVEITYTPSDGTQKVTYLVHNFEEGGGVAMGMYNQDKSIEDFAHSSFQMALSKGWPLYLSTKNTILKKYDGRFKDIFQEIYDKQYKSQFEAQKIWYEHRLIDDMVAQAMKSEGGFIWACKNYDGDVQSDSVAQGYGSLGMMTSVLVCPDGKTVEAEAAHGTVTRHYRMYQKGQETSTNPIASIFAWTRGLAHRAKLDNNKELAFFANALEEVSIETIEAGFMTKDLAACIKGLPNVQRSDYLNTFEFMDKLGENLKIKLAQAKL
Starred values were filed as active, the others as inactive; nt = no result given; & = joins results of further samples.

Compound | IDH1 mut inh | EZH2 inh
CN(C)C(=O)C[C@H]1C[C@H]2c3cc(NC(=O)NC4CCCC4)ccc3O[C@H]2[C@H](CO)O1 | 0.0 | 11
NC(=O)C1(N2CCCCC2)CCN(CC(=O)Nc2ccc(F)cc2)CC1 | 0.3 | -12
Cc1noc(C)c1NC(=O)Nc1cccc2c1O[C@@H](CN(C)S(=O)(=O)c1cccs1)[C@H](C)CN([C@@H](C)CO)C2=O | 0.7 | nt
C[C@@H]1CN([C@@H](C)CO)C(=O)c2cccc(NS(=O)(=O)c3ccc(Cl)cc3)c2O[C@H]1CN(C)Cc1ccc(Oc2ccccc2)cc1 | -0.6 | nt
C[C@H](CO)N1C[C@H](C)[C@@H](CN(C)Cc2cccc(F)c2)OCc2ccccc2-c2ccccc2C1=O | -0.5 | 14
C[C@@H]1CCCCO[C@@H](CN(C)C(=O)CCCN(C)C)[C@@H](C)CN([C@H](C)CO)C(=O)c2cc(NS(=O)(=O)c3ccccc3)ccc2O1 | 2.3 | nt
CO[C@H]1CN(C)C(=O)c2ccc(NC(=O)c3cccc(F)c3)cc2OC[C@H](C)N(CC2CC2)C[C@H]1C | 0.0 | 9
O=C(N[C@H]1CC[C@@H](CC(=O)N2CCCCC2)O[C@H]1CO)c1ccc2c(c1)OCO2 | 0.3 | 11
CSc1cccc(NC(=O)C(C)N(c2ccc(C)c(C)c2)S(C)(=O)=O)c1 (stereo not given) | -0.4 | 15
O=C(CCN1CCCCC1)N[C@H]1CC[C@@H](CCn2cc(-c3ccccc3)nn2)O[C@@H]1CO | -0.2 | -5
COCC#Cc1cnc2c(c1)C(=O)N([C@@H](C)CO)C[C@H](C)[C@@H](CN(C)Cc1ccccc1F)O2 | -2.1 | 14
Cc1noc(C)c1NC(=O)N(C)C[C@@H]1Oc2ccc(NC(=O)Nc3ccc(C(F)(F)F)cc3)cc2C(=O)N([C@@H](C)CO)C[C@@H]1C | -0.4 | nt
CCOC(=O)CSc1nc(NC#N)nc(N(CC)CC)n1 | 0.0 | -3
CC(C)(C)NCC(O)COc1cccc2c1CCC(=O)N2 (stereo not given) | -0.5 | nt
CC(=O)N[C@H]1C=C[C@@H](CC(=O)NCc2ccc(Cl)cc2)O[C@@H]1CO | 0.1 | 5

Record cards, from the list above. Screens in order: IDH1 mut inh, EZH2 inh
O=C(CCN1CCCCC1)N[C@H]1CC[C@@H](CCn2cc(-c3ccccc3)nn2)O[C@@H]1CO as listed: -0.2, -5
NC(=O)C1(N2CCCCC2)CCN(CC(=O)Nc2ccc(F)cc2)CC1 as listed: 0.3, -12

More structures:
Compound | IDH1 mut inh | EZH2 inh
C[C@H](CO)N1C[C@H](C)[C@H](CN(C)Cc2ccccc2)Oc2c(NC(=O)C3CCOCC3)cccc2C1=O | -0.4 | -16
O=C(C[C@H]1C=C[C@H](NS(=O)(=O)c2ccc(F)cc2)[C@H](CO)O1)NCCN1CCCCC1 | -0.1 | 8
Cc1ccc(-c2cnc3c(c2)C(=O)N([C@H](C)CO)C[C@@H](C)[C@@H](CN(C)C(=O)Cc2cccnc2)O3)cc1 | -0.6 | nt
CCC(=O)Nc1ccc2c(c1)C(=O)N(C)C[C@H](OC)[C@H](C)CN(C(=O)Cc1cccnc1)[C@@H](C)CO2 | 0.2 | 7
CC(=O)Nc1ccc(-c2nnc(SCC(=O)Nc3cccc(C(F)(F)F)c3)n2C)cc1 | 0.0 | -10
C[C@@H]1CN([C@@H](C)CO)C(=O)c2cc(-c3ccccc3F)cnc2O[C@H]1CN(C)C(=O)c1ccccn1 | 0.0 | nt
O=C(C[C@H]1C=C[C@H](NC(=O)c2cccc(F)c2)[C@@H](CO)O1)NCc1ccccc1 | -0.4 | 5
C[C@H](O)C#Cc1ccc2c(c1)O[C@@H](CN(C)Cc1cccnc1)[C@@H](C)CN([C@@H](C)CO)S2(=O)=O | nt | 4
Cc1[nH]n(-c2ccccc2)c(=S)c1C=NC(C)Cc1ccccc1 (stereo not given) | -5.1 | -1
CCOC(=O)C1=C(C)NC(=S)NC1c1cc(I)c(OCC#N)c(OC)c1 (stereo not given) | 0.2 | -4
CCOc1ccc(C(=O)c2oc3ccccc3c2NC(=O)c2cc(OC)c(OC)c(OC)c2)cc1 | 0.2 | -11
C[C@@H]1CCCCO[C@@H](CN(C)S(=O)(=O)c2ccccc2)[C@H](C)CN([C@@H](C)CO)C(=O)c2cc(NS(=O)(=O)c3ccc(F)cc3)ccc2O1 | 0.0 | nt
Nc1c(Br)cc(Br)cc1CNC1CCC(O)CC1 (stereo not given) | -1.3&-0.1 | 5
Cc1noc(C)c1S(=O)(=O)Nc1cccc2c1O[C@H](CN(C)S(=O)(=O)c1cccs1)[C@H](C)CN([C@@H](C)CO)C2=O | -0.1 | nt
Cc1ccc(S(=O)(=O)N(C)C[C@H]2Oc3c(NC(=O)C4CC4)cccc3C(=O)N([C@@H](C)CO)C[C@@H]2C)cc1 | -1.8 | -5

Next section.
Compound | IDH1 mut inh | EZH2 inh
Cn1c(=O)/c(=C/c2ccccc2)n(C)c(=O)/c1=C/c1ccccc1 | 0.2 | -6
C[C@H]1CN([C@@H](C)CO)C(=O)Cc2cc(NC(=O)Nc3ccc4c(c3)OCO4)ccc2O[C@@H]1CN(C)S(=O)(=O)c1ccc(F)cc1 | -0.5 | nt
C[C@@H]1CN([C@@H](C)CO)C(=O)c2cc(-c3cncnc3)cnc2O[C@H]1CN(C)C(=O)Cc1cccnc1 | -0.6 | -3
COc1ccc(S(=O)(=O)N(C)C[C@@H]2OCCCC[C@@H](C)Oc3ccc(NS(C)(=O)=O)cc3C(=O)N([C@@H](C)CO)C[C@H]2C)cc1 | -3.7 | nt
Cc1noc(C)c1S(=O)(=O)N(C)C[C@H]1Oc2ccc(NC(=O)Nc3ccc(C(F)(F)F)cc3)cc2CC(=O)N([C@H](C)CO)C[C@@H]1C | 0.3 | nt
Cc1noc(C)c1NC(=O)Nc1ccc2c(c1)CC(=O)N([C@@H](C)CO)C[C@@H](C)[C@@H](CN(C)S(=O)(=O)c1ccccc1)O2 | -1.5 | nt
C[C@H]1CN([C@@H](C)CO)C(=O)CCCn2cc(nn2)CO[C@H]1CN(C)C(=O)Nc1ccccc1 | 1.2 | 13
COc1cc2c(cc1OC)[C@H]1[C@@H](C)c3ccc(OC)c(OC)c3CN1CC2 | -0.1 | nt
C[C@H](CO)N1C[C@H](C)[C@H](CN(C)CC2CC2)Oc2cc(/C=C/c3ccccc3)ccc2S1(=O)=O | -0.7 | -28
C[C@H](CO)N1C[C@H](C)[C@H](CN(C)C(=O)Nc2ccc3c(c2)OCO3)OCCCC[C@H](C)Oc2ccc(NS(=O)(=O)c3ccccc3)cc2C1=O | -1.6 | nt
COc1ccc(NC(=O)Nc2cccc3c2O[C@H](CN(C)C(=O)Nc2ccccc2)[C@H](C)CN([C@@H](C)CO)C3=O)cc1 | 1.5 | nt
CO[C@H]1CN(C)C(=O)c2cc(NC(=O)Nc3ccc(Cl)cc3)ccc2OC[C@@H](C)NC[C@H]1C | 0.2 | -16
CCCN1C[C@H](C)[C@H](OC)CN(C)C(=O)c2cc(NC(=O)c3cccc(OC)c3)ccc2OC[C@@H]1C | -0.5 | 7
COc1ccc(S(=O)(=O)N(C)C[C@H]2Oc3ccc(NC(=O)Nc4ccc5c(c4)OCO5)cc3CC(=O)N([C@@H](C)CO)C[C@@H]2C)cc1 | -0.4 | nt
C[C@H](CO)N1C[C@H](C)[C@H](CN(C)S(C)(=O)=O)Oc2ccc(NC(=O)Nc3ccc(F)cc3)cc2C1=O | nt | 5

Looked up one by one from the entries so far (4):
Compound | IDH1 mut inh | EZH2 inh
Cc1noc(C)c1S(=O)(=O)N(C)C[C@H]1Oc2ccc(NC(=O)Nc3ccc(C(F)(F)F)cc3)cc2CC(=O)N([C@H](C)CO)C[C@@H]1C | 0.3 | nt
COc1cc2c(cc1OC)[C@H]1[C@@H](C)c3ccc(OC)c(OC)c3CN1CC2 | -0.1 | nt
COc1ccc(NC(=O)Nc2cccc3c2O[C@H](CN(C)C(=O)Nc2ccccc2)[C@H](C)CN([C@@H](C)CO)C3=O)cc1 | 1.5 | nt
Cc1noc(C)c1NC(=O)Nc1ccc2c(c1)CC(=O)N([C@@H](C)CO)C[C@@H](C)[C@@H](CN(C)S(=O)(=O)c1ccccc1)O2 | -1.5 | nt

Carrying on:
Compound | IDH1 mut inh | EZH2 inh
CCCNC(=O)Nc1ccc2c(c1)C(=O)N(C)C[C@@H](OC)[C@H](C)CN(C(=O)c1ccccc1F)[C@H](C)CO2 | 0.0 | -8
COC(=O)c1ccccc1NC(=O)C(C)Oc1ccc2c(C)cc(=O)oc2c1 (stereo not given) | 0.5 | 3
CC(=O)N(C)C[C@@H]1Oc2ncc(C#Cc3ccncc3)cc2C(=O)N([C@@H](C)CO)C[C@H]1C | 3.0 | -1
CO[C@@H]1CC[C@@H]2CCN(C)C(=O)[C@H](C)[C@H](OC)CN(C)C(=O)c3cc(C#N)ccc3OC[C@H]1O2 | -0.2 | 18
Cc1ccc(-c2nc(S(=O)(=O)c3ccc(Cl)cc3)c(SCC(N)=O)o2)cc1 | 0.2 | 17
COc1ccc([Si](C)(C)[C@H]2[C@H](CCn3cc(CCO)nn3)O[C@@]3(C(=O)N(Cc4ccc(N5CCC5=O)cc4)c4ccccc43)[C@@H]2C)cc1 | nt | 33
C[C@@H]1CN([C@@H](C)CO)C(=O)c2cc(NC(=O)C3CCCCC3)ccc2O[C@H]1CN(C)C(=O)Nc1ccc(C(F)(F)F)cc1 | nt | -4
CO[C@H](CN(C)Cc1ccc(-c2ccccn2)cc1)[C@H](C)CN(C(=O)Nc1ccc(F)cc1)[C@H](C)CO | -0.3 | 5
C[C@@H]1CCCCO[C@@H](CN(C)C(=O)Cc2ccccc2)[C@H](C)CN([C@@H](C)CO)C(=O)c2cc(NC(=O)Nc3ccc4c(c3)OCO4)ccc2O1 | -1.3 | nt
Cc1noc(C)c1S(=O)(=O)N(C)C[C@H]1OCc2cn(nn2)CCCC(=O)N([C@@H](C)CO)C[C@@H]1C | 2.0 | nt
COc1ccc(NC(=O)N(C)C[C@H]2Oc3c(NC(=O)NC(C)C)cccc3C(=O)N([C@H](C)CO)C[C@H]2C)cc1 | nt | -5
CCCNC(=O)C[C@@H]1C[C@H]2c3cc(NC(=O)NC4CCCC4)ccc3O[C@H]2[C@H](CO)O1 | 0.2 | -2
COc1cc(OC)c2c(OC)c(-c3ccc4c(c3)OCO4)c(=O)oc2c1 | -2.6 | 0
COCc1cn(CC[C@@H]2CC[C@H](NC(=O)Nc3ccc4c(c3)OCO4)[C@H](CO)O2)nn1 | 0.1 | 3
C[C@@H]1CN([C@@H](C)CO)C(=O)c2cccc(NC(=O)Nc3ccccc3)c2O[C@H]1CN(C)C(=O)Nc1ccc2c(c1)OCO2 | 1.8 | nt

New compounds follow
Compound | IDH1 mut inh | EZH2 inh
O=C(C[C@@H]1C[C@H]2c3cc(NC(=O)NC4CCCC4)ccc3O[C@H]2[C@@H](CO)O1)NCC1CC1 | 0.0 | -15
CCOc1cc(C)c(Cl)cc1S(=O)(=O)NC1CC(C)(C)NC(C)(C)C1 | -0.2 | -8
COc1ccccc1C#Cc1cnc2c(c1)C(=O)N([C@@H](C)CO)C[C@@H](C)[C@@H](CN(C)S(=O)(=O)c1cn(C)cn1)O2 | nt | 7
CCC(=O)N[C@@H]1CC[C@@H](CCn2cc(C3CC3)nn2)O[C@H]1CO | 0.1 | 9
C[C@@H]1CCCCO[C@@H](CN(C)CC2CCCCC2)[C@H](C)CN([C@@H](C)CO)C(=O)c2cc(NC(=O)CCC(F)(F)F)ccc2O1 | 0.0 | nt
C[C@H](CO)N1C[C@H](C)[C@@H](CN(C)S(=O)(=O)c2cn(C)cn2)Oc2ccc(NS(=O)(=O)c3ccc(F)cc3)cc2C1=O | -2.2 | nt
COc1ccc(/C=N/NC(=O)c2cccc(C(=O)NO)c2)cc1OC | nt | -5
CC(C)NC(=O)Nc1ccc2c(c1)C(=O)N([C@@H](C)CO)C[C@H](C)[C@@H](CN(C)C(=O)NC1CCCCC1)OCCCC[C@@H](C)O2 | nt | -14
N#Cc1ccc(/C=N/NC(=O)c2ccccn2)cc1 | -0.5 | 10
C[C@H]1CN([C@@H](C)CO)C(=O)c2cc(C#CCc3ccccc3)cnc2O[C@H]1CN(C)Cc1cccc(F)c1 | 0.4 | nt
C[C@H](CO)N1C[C@H](C)[C@@H](CN(C)Cc2ccc3c(c2)OCO3)Oc2ccc(NC(=O)CCN3CCOCC3)cc2CC1=O | -9.0 | -21
Cc1nnc(SCC(=O)N2N=CCC2c2ccccc2)s1 (stereo not given) | 0.0 | nt
O=C(Cn1c2ccccc2n2ncnc12)c1ccc(-c2ccccc2)cc1 | -0.6 | 2
C[C@H]1CN([C@@H](C)CO)C(=O)c2cc(C#CC(C)(C)O)cnc2O[C@H]1CN(C)C(=O)C1CCC1 | nt | -12
COc1ccc(Cl)cc1NC(=O)NCc1cccnc1 | -0.7 | -3

The list goes on.
Compound | IDH1 mut inh | EZH2 inh
C[C@H]1CN([C@@H](C)CO)C(=O)c2cccc(NS(=O)(=O)c3ccc(F)cc3)c2O[C@@H]1CN(C)CC1CC1 | 2.4 | 2
Cc1ccc(S(=O)(=O)N(C)C[C@@H]2Oc3ccc(NC(=O)c4ccncc4)cc3CC(=O)N([C@H](C)CO)C[C@@H]2C)cc1 | nt | -21
COc1ccc(NC(=O)N(C)C[C@@H]2Oc3ccc(NS(=O)(=O)c4cn(C)cn4)cc3CC(=O)N([C@@H](C)CO)C[C@@H]2C)cc1 | 0.5 | nt
CS(=O)(=O)N(CC(=O)Nc1cccc([N+](=O)[O-])c1)C1CCCCC1 | 3.2 | -24
C[C@@H]1CN([C@@H](C)CO)C(=O)c2cc(NC(=O)CCN3CCOCC3)ccc2O[C@@H]1CN(C)S(=O)(=O)c1cn(C)cn1 | -0.6 | nt
C[C@@H]1CN([C@@H](C)CO)C(=O)c2cc(NC(=O)CCC(F)(F)F)ccc2O[C@@H](C)CCCCO[C@H]1CN(C)S(=O)(=O)c1ccc(F)cc1 | -2.1 | nt

This is a subset; the hit share may differ from the screen's.
